Akt phos inh – inhibitors of Akt phosphorylation; AID 651550; activity change, % for hits at 50 µM; Neuro2A IGF-stimulated pAkt S473 HTRF, 20 min; active compounds read low; actives 0.32% (n = 360,000); in the data active means activity change below about -80%; inconclusive means mostly about -51% to -80%; further: on the % scale 0 is the no-effect control and ±100 the full control effect
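Neuro2A cells in DMEM with 0.5% FBS, overnight at 37 deg C, given compound at single 50 µM final, then IGF (6 nM final) for 20 min at 37 deg C. Lysed; phospho-Akt Ser473 by HTRF after 24 h, 665/615 ratio.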
EPAC2 antagonist – blocks human EPAC2 exchange factor; EPAC2 GEF exchange of Rap1B-BODIPY-GDP, fluorescence; AID 720708; Q8WZA2; Potency, µM (series often up to 114 µM), for the others: at the highest dose activity, negative = inhibition, most hits filed as inhibitors; actives 0.18% (n = 360,000); further: potency means the concentration at half of the fitted maximal effect; on the % scale 0 is the no-effect control and ±100 the full control effect; nearly all actives have a fitted effect of over 45% in size; many of its hits are not listed in these tables
Target sequence (Q8WZA2 whole entry, looked up): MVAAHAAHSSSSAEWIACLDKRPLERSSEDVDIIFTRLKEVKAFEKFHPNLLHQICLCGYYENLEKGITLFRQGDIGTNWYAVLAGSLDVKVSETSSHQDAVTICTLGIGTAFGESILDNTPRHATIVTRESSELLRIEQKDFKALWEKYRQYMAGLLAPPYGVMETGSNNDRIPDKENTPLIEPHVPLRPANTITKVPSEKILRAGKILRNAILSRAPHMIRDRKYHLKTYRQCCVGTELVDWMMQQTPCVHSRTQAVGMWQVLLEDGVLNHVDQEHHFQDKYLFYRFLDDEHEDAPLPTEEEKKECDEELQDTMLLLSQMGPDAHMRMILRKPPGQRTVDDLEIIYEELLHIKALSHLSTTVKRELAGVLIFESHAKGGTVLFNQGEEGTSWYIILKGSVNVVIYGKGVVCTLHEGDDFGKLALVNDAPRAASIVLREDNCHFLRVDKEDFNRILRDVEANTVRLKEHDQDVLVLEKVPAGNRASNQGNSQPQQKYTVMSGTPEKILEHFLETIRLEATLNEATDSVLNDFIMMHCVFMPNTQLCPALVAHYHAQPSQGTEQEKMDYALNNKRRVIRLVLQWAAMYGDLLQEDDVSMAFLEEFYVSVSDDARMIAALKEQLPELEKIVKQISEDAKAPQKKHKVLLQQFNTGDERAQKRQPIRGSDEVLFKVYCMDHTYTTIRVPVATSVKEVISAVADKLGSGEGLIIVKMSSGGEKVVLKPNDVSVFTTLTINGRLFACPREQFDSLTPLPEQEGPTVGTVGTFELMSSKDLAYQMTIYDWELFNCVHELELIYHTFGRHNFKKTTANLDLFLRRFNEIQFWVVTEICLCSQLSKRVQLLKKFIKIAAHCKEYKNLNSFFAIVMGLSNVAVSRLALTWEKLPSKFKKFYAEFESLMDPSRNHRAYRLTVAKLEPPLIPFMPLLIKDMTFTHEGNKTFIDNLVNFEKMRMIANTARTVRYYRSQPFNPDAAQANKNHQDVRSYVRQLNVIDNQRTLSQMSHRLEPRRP
PTHR1 agonist – agonists of human PTHR1 parathyroid hormone receptor. HEK293 GP2 PTHR1 cells, GloSensor cAMP luminescence, 1 h. AID 743266. Potency, µM (series often up to 115 µM), without a hit: top-dose activation, hits mostly activators. actives 0.075% (n = 410,000); further: potency means the concentration at half of the fitted maximal effect; nearly all actives have a fitted effect of over 55% in size; some results filed as inactive show a strong effect at the top dose; inactives centre near -15; many of its hits are not listed in these tables
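HEK-293-derived GP2 cells expressing PTHR1 and a GloSensor cAMP reporter, 3,000/well, plated overnight, given luciferin plus IBMX (each 0.5 mM as added) for 1 h at 37 °C, then compound for 1 h at 37 °C. Luminescence was read after 15 min at room temperature.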
Mm-Cpn inhibitor – blocks the Methanococcus maripaludis chaperonin Mm-Cpn; AID 504842; actives 0.031% (n = 330,000); Potency, µM (top dose mostly 76.9 µM), for the others: at the top dose activity, negative = inhibition, hits mostly inhibitors; purified Mm-Cpn ATPase, ADP Transcreener TR-FRET; further: potency means the concentration at half of the fitted maximal effect; on the % scale 0 is the no-effect control and ±100 the full control effect; nearly all actives have a fitted effect of over 80% in size
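Eu-cryptate anti-ADP/ADP-d2 competition gives a ratio inversely related to ADP. Enzyme at 25 nM was pre-exposed to compound for 10 min, then given 10 uM ATP for 30 min, 37°C throughout.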
EPAC2 agonist – activates human EPAC2 exchange factor; Q8WZA2; EPAC2 activation, biochemical qHTS; response scale: 100% = 6.5 mM cAMP response; Potency, µM (doses to about 154 µM), for inactives: top-dose activation, usual class: activators; actives 0.079% (n = 360,000); AID 720711; further: potency means the concentration at half of the fitted maximal effect; nearly all actives have a fitted effect of over 50% in size
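Compounds were titrated in qHTS against a Rap1B-BODIPY-GDP (250 nM) complex with EPAC2 (100 nM) and GDP (50 uM). BODIPY-GDP release tracked at 480/540 nm over 30 min at room temperature, normalized to 6.5 mM cAMP.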
D3 ag – agonists of human D3 dopamine receptor | max activation, % | D3R DiscoveRx beta-arrestin cells, luminescence, 90 min | AID 652048 | actives 0.58% (n = 410,000); in the data active means max activation above about 30%; further: 0% is about no effect; mostly tested at two doses, the higher about 12 µM
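Agonist mode: compounds and dopamine controls were applied to plated cells for 90 min at 37 degrees C after an overnight attachment at 1500 cells/well. Luminescent read-out followed 30 - 60 minutes at room temperature with DiscoveRx detection reagent.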
CCT modulator – changes cytosolic chaperonin activity. purified chaperonin ATPase assay, HTRF ADP detection, 30 min. activity change, % (no concentration beside the values), hits read low. actives 0.3% (n = 360,000); in the data active means activity change below about -30%; further: on the % scale 0 is the no-effect control and ±100 the full control effect
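Enzyme 40 or 20 nM (batch-dependent) in Tris pH 7.4/KCl/MgCl2/DTT; cpd 76 uM single point; ATP 10 uM; 30 min 37 °C; Transcreener ADP HTRF detection, 30 min RT; ratio 665/615.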
DRD3 antagonist – blocks the human D3 dopamine receptor; P35462; D3R cells, DiscoveRx beta-arrestin luminescence, antagonist mode; active compounds read low; max response, negative = inhibition, %; actives 2.5% (n = 360,000); in the data active means max response below about -50%; inconclusive means no clear call, values can overlap the other calls; further: on the % scale 0 is the no-effect control and ±100 the full control effect; mostly tested at two doses, the higher about 12 µM
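Cells plated overnight at 1500 cells/well, then exposed to library compounds with dopamine controls for 90 minutes at 37 degrees C. DiscoveRx reagent added for 30–60 minutes at room temperature; luminescence read, quantitative HTS format.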
* hit, by the source's call; i = inactive; ? = inconclusive; · = no result given; [ ] = remark or other dose. Unless noted, the call rests on the fitted dose curve; in most records, active means well fitted curve in the direction sought with a large enough effect; inconclusive means small, poorly fitted or top-dose-only effect, or another doubt; inactive means no such curve, though single readings can be large; an effect the other way counts as inactive or inconclusive. Some of the compounds tested, so the mix of outcomes need not match the whole.

SMILES | Akt phos inh | EPAC2 antagonist | PTHR1 agonist | Mm-Cpn inhibitor | EPAC2 agonist | D3 ag | CCT modulator | DRD3 antagonist
CS(=O)(=O)N(CC(=O)N1CCCCCC1)c1ccccc1 | i | -1.8% | i | 1.2% | 0.2% | 0.6 | -1.8 | 14.2
CCOC(=O)C1CCCN(Cc2cc(Br)c(OC)cc2OC)C1 (configuration not stated) | i | 9.5% | i | 1.6% | -2.2% | -33.1 | 1.3 | ?
CC(CN1CCCCC1)c1ccccc1 (configuration not stated) | i | 10.5% | -4.9% | 0.5% | 2.8% | -4.7 | 1.3 | -17.7
COc1cccc(-c2csc(NC(=O)C3CC3)n2)c1 | i | -5.2% | -21.1% | 0.1% | 0.9% | 6.3 | 0.7 | 2.2
COc1ccc(OC)c(CCNC(=O)c2ccccc2NC(=O)C2=C(C)OCCS2)c1 | i | -0.5% | i | 0.5% | 2.0% | -13.7 | 1.5 | 14.1
Cc1ccc2c(c1)CCO[C@@]21O[C@H](CCO)C[C@H](O)[C@H]1O | i | 4.8% | -14.4% | · | 7.1% | 4.3 | -0.2 | -18.1
CC(Oc1ccc(F)cc1)C(=O)Nc1ccc2ccccc2c1 (configuration not stated) | i | -1.6% | i | 3.7% | 27.3% | 0.9 | -2.8 | -29.8
Cc1ccc(-c2cnc3cc(C)nn3c2)cc1 | i | 4.2% | -27.6% | 1.0% | -6.6% | 1.0 | 2.5 | 2.7
Cc1n[nH]c(C)c1NC(=O)CN1CCN(S(=O)(=O)c2ccc(C(F)(F)F)cc2)CC1 | i | -1.5% | -10.4% | · | 7.3% | 1.0 | 1.9 | -8.1
Cc1cc(C)c(NC(=O)CS(=O)CC(=O)Nc2ccc(-n3cnnn3)c(C)c2)c(C)c1 (configuration not stated) | i | -1.6% | -1.9% | 3.1% | -12.4% | 3.1 | 0.3 | 11.3
CC1CN(c2nnc(NC(=O)c3ccccc3)s2)CC(C)O1 (configuration not stated) | i | 1.1% | -20.6% | -2.0% | -2.0% | -2.2 | -2.6 | 12.2
CCOc1ccc(-c2c(C(=O)N/N=C/c3ccc(C)cc3)nnn2-c2nonc2N)cc1 | i | -7.6% | -11.5% | -8.0% | 13.1% | 2.4 | -2.8 | 1.3
CCCNC(=O)COC(=O)c1cccnc1Nc1ccccc1F | i | -0.8% | i | -1.0% | -9.1% | 1.6 | 1.7 | -13.5
O=C(Nc1cc(Cl)ccc1-n1cncn1)C1CC1 | i | 11.1% | -7.4% | -0.7% | 1.5% | 8.2 | 1.2 | 22.6
Cc1cccc(OCC(=O)O/N=C(\N)c2ccncc2)c1 | i | -8.7% | i | -1.8% | 8.3% | 2.9 | 0.0 | 0.4
CC1=C(C(=O)OCC(C)C)C(c2cccs2)NC(=S)N1 (configuration not stated) | i | -2.0% | -2.3% | -1.7% | 6.0% | 1.6 | -0.9 | 5.6
O=c1cc(CN2CCOCC2)c2ccccc2o1 | i | -10.5% | 9.8% | · | 1.9% | 42.8* | -1.4 | 21.1
CCSc1nnc(NC(=O)c2ccc3ccccc3n2)s1 | -94.7%* | -9.4% | -17.3%[57.5 µM] | -3.0% | 10.5% | -3.1 | -0.9 | 4.9
COc1cc(OC)c(-c2c3cc(O)c(=O)cc-3oc3cc(O)c(O)cc23)cc1OC | i | 92.4%[activator] | -2.7% | -10.5% | 112µM* | -26.0 | -0.9 | -77.0*
O=C(CSc1nc(-c2ccco2)cc(C(F)(F)F)n1)N1CCc2ccccc2C1 | i | 8.1%[57.1 µM] | -11.2%[57.5 µM] | -1.0% | -3.3% | 2.5 | -2.0 | 6.4

The final 4 entries of the part above lead into the next.
SMILES | Akt phos inh | EPAC2 antagonist | PTHR1 agonist | Mm-Cpn inhibitor | EPAC2 agonist | D3 ag | CCT modulator | DRD3 antagonist
O=c1cc(CN2CCOCC2)c2ccccc2o1 | i | -10.5% | 9.8% | · | 1.9% | 42.8* | -1.4 | 21.1
CCSc1nnc(NC(=O)c2ccc3ccccc3n2)s1 | -94.7%* | -9.4% | -17.3%[57.5 µM] | -3.0% | 10.5% | -3.1 | -0.9 | 4.9
COc1cc(OC)c(-c2c3cc(O)c(=O)cc-3oc3cc(O)c(O)cc23)cc1OC | i | 92.4%[activator] | -2.7% | -10.5% | 112µM* | -26.0 | -0.9 | -77.0*
O=C(CSc1nc(-c2ccco2)cc(C(F)(F)F)n1)N1CCc2ccccc2C1 | i | 8.1%[57.1 µM] | -11.2%[57.5 µM] | -1.0% | -3.3% | 2.5 | -2.0 | 6.4
CCOC(=O)c1ccc(S(=O)(=O)N2CCN(CC(=O)NC(=O)NC3CCCCC3)CC2)cc1 | i | 6.0% | i | -2.7% | -2.6% | -1.3 | -0.3 | 15.8
COCCNC(=O)C1(C)CCCN(C(=O)c2cccc(Cl)c2)C1 (configuration not stated) | i | 7.9% | 1.4% | · | 13.8% | -14.6 | 0.3 | 0.0
O=C(c1c[nH]c(C(=O)N2CCN(c3ccccc3F)CC2)c1)c1cccc(Cl)c1Cl | i | -4.0% | -49.5%[inhibitor] | -2.6% | 3.2% | -0.1 | 1.7 | -4.7
Cc1ccc(C)c(OCCSc2nnc(-c3cccnc3)n2N)c1 | i | 10.1% | i | -2.0% | -2.3% | -2.1 | 2.0 | 35.2
Cc1ccccc1N(CC(=O)Nc1ccccc1C(=O)O)S(C)(=O)=O | i | -0.8% | -0.1%[57.5 µM] | -0.8% | 7.1% | -2.1 | -2.5 | -20.3
CC(C(=O)N1CCN=C1c1ccccc1)N1C(=O)c2ccccc2C1=O (configuration not stated) | i | 9.5% | i | -1.4% | 7.8% | 2.8 | -1.4 | -0.1
C=CCc1cccc(CNc2nc3ccccc3n2CCN2CCOCC2)c1O | i | -21.0% | -0.7%[57.5 µM] | 1.7% | -3.8% | 0.3 | -0.6 | 9.6
C=C(C)C(=O)O[C@H]1C/C(C)=C\C(=O)/C=C(\C)[C@H](O)[C@@H]2OC(=O)C(=C)[C@@H]21 | i | -14.9% | -23.7% | 1.8% | 6.7% | -9.7 | -1.6 | -61.4*
CCn1c(SCc2ccc(Cl)cc2)nc2nc3c(cc2c1=O)CCCC3 | i | -13.3% | i | -2.1% | 6.1% | -9.8 | 0.2 | -22.3
O=[N+]([O-])c1ccc(C=NNc2ccccc2)cc1 | i | -5.5% | -39.8%[inhibitor] | · | -0.4% | 1.0 | -1.9 | -23.7
Oc1c(Cl)c(Cl)c2ncccc2c1Cl | i | -4.1% | -14.4% | · | -4.2% | 1.2 | 0.9 | 5.7
Cc1c(N=C(N)/N=C(\N)Nc2ccccc2)c(=O)n(-c2ccccc2)n1C | i | 13.5% | i | 1.9% | 6.6% | 4.5 | 0.2 | 2.1
O=C(Oc1ccc(O)cc1)C12CC3CC(CC(C3)C1)C2 | i | -20.1% | -19.5% | 0.8% | 18.3% | -0.9 | -3.9 | 0.3
COc1cc(/C=C2\N=C(c3ccccc3)OC2=O)ccc1OCc1c(C)no[n+]1[O-] | i | 1.2% | i | 5.1% | 8.2% | -5.6 | 1.4 | -0.4
CCCNC(=S)N1CCCC(c2nc3ccccc3[nH]2)C1 (configuration not stated) | i | -3.2% | -0.6% | 0.2% | 5.9% | -4.9 | -2.7 | -0.4
CCOc1ccc(NC(=S)NC(=O)c2ccco2)cc1 | i | -17.5% | -12.9% | -1.1% | 10.3% | -4.0 | -1.5 | -22.0
COc1cc(S(=O)(=O)N2CCN(C(=O)c3ccccc3)CC2)c(OC)cc1Br | i | -1.4% | -17.0% | 0.6% | 3.7% | 1.8 | -1.7 | 12.6
CCSc1oc(-c2ccco2)nc1S(=O)(=O)c1ccc(F)cc1 | i | -2.4% | i | -10.8% | 19.0% | -0.3 | -2.6 | 17.4
COc1ccc(C(C(=O)NC2CCCCC2)N(C(=O)Cc2c[nH]c3ccccc23)c2ccccc2)cc1OC (configuration not stated) | i | -5.3% | i | ? | 3.9% | -2.2 | -0.6 | -1.0
Cc1nnc(SCC(=O)Nc2ccc([N+](=O)[O-])cc2)n1C | i | 12.4% | i | 1.0% | -3.4% | -3.2 | 0.9 | -16.0
CC(=O)N1CCN(C(=S)NC(=O)C23CC4CC(CC(C4)C2)C3)CC1 | i | 6.3% | -16.7% | 0.6% | 2.3% | -2.8 | -2.9 | -1.6
O=C(/C=C/c1cccs1)c1ccc(N2CCOCC2)cc1 | i | -13.6% | -50.9%[inhibitor] | -4.0% | 14.2% | 2.3 | -1.0 | -5.7
O=[N+]([O-])c1cc(CN2CCOCC2)c2cccnc2c1O | i | 0.1% | i | -1.4% | -3.3% | 5.7 | 0.2 | -1.1
CN(CC(=O)Nc1cccc(F)c1)C(=O)c1cccnc1Sc1ccccc1Cl | i | 15.4% | 7.2% | 1.9% | 22.6% | -26.2 | 2.8 | -10.7
Cc1ccc(C(O)c2ncc(-c3ccccc3C(F)(F)F)[nH]2)cc1F (configuration not stated) | i | -19.4% | i | · | -6.0% | -0.5 | -0.5 | 16.3
COCC(C)OC(=O)c1c(N)n(CCCN2CCOCC2)c2nc3ccccc3nc12 (configuration not stated) | i | 3.2% | -3.1% | -1.3% | 11.5% | -8.0 | -3.5 | 0.4
COc1ccccc1NC(=S)N1CCN(C/C=C/c2ccccc2)CC1 | i | -3.5% | i | 0.7% | 9.3% | -13.2 | -0.3 | -14.1
O=C(CCc1nc2ccccc2c(=O)[nH]1)NNC(=O)COc1cccc(F)c1 | i | 5.1% | i | 0.1% | 9.7% | -5.9 | -0.2 | -18.5
COc1cc([N+](=O)[O-])ccc1NC(=O)CC1SC(=Nc2ccc(F)cc2)N(CCC2=CCCCC2)C1=O (configuration not stated) | i | -3.2% | -14.0% | -1.2% | 11.0% | 2.9 | -0.9 | -22.0
Cc1ccc(NC(=O)/C=C/c2cccs2)c([N+](=O)[O-])c1 | i | -3.9% | -14.4%[57.5 µM] | -0.3% | -0.2% | -5.9 | -1.4 | 4.6
CCOC(=O)C(CCC(C)=O)C(=O)c1ccccc1 (configuration not stated) | i | 2.5% | i | -23.7% | 3.4% | 0.5 | -1.8 | -9.5

Assay outcomes as filed in PubChem.
